LMP1 NFkB inh: EBV LMP1-driven NF-kappaB luciferase reporter inhibitors, primary screen, cell-based, luminescence, single point | LMP1-induced NF-kappaB luciferase reporter cells | inhibition, % at 12.5 µM | hit rate 0.69% among 350,000 | AID 504558, 2011; in the data active means inhibition above about 41%;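 further: 0% = neutral control wells and 100% = reference inhibitor control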
C8 TRAIL sens: viability loss with TRAIL in NB7+C8 cells, primary screen, TRAIL sensitizer project, cell-based, ATPlite luminescence | hit rate 1% among 360,000 | inhibition (viability loss, TRAIL sensitization), % at 10 µM;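 active means compounds causing at least 50% loss of cell viability in the single-dose screen, relative to plate controls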
TLR9-MyD88 inh: inhibitors of TLR9-MyD88 association in cells, primary screen, cell-based, CHO, BLA complementation, fluorescence | hit rate 0.21% among 340,000 | AID 504734, 2011 | Toll-like receptor 9 (Homo sapiens) + Myeloid differentiation primary response protein … | inhibition, % at 4.98 µM | CCF4 FRET ratio;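 active means inhibition above the mean over all tested compounds plus 3 SD, cut at about 21% in these data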;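 further: 0% = DMSO only wells and 100% = clavulanate BLA inhibitor control wells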
Vif imaging: HIV Vif self-association inhibitors, primary screen, imaging, HEK293T, single point; HEK293T cells, Vif self-association by quenched fluorescence, 24 h; inhibition, % at 7.49 µM; hit rate 0.35% among 340,000; AID 602346, 2012; in the data active means inhibition above about 50%, passing the limit was not always enough; further: some results filed as inactive read as strong as hits
COUP-TFII inh: NR2F2 transcriptional activity inhibitors, primary screen, cell-based, luciferase reporter, HEK293T, luminescence; COUP transcription factor 2 (Homo sapiens), P24468; HEK293T NGFI-A luciferase reporter; inhibition, % at 8.6 µM; hit rate 0.7% among 370,000;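 active means inhibition above a per-plate cutoff, mean inhibition of test wells between control levels plus 3 SD, cut at about 38% in these data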;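 further: cells cotransfected with COUP-TFII expression vector driving the NGFI-A reporter; 0% = median of COUP-TF2 test wells and 100% = reporter-only cells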
LRH-1 inv ag: LRH-1 (NR5A2) inverse agonists, primary screen, cell-based, luminescence, HEK293T, StAR-luciferase reporter. Nuclear receptor subfamily 5 group A member 2 (Homo sapiens), O00482. LRH-1 transfected, 24 h. inhibition, % at 3.6 µM. hit rate 0.13% among 360,000. AID 602396, 2012;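 active means inhibition above the mean inhibition of all tested compounds plus 3 SD, cut at about 73% in these data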;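 further: 0% = DMSO wells and 100% = reporter-only cells lacking LRH-1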
NCOA1 inh: SRC1 coactivator transcriptional activity inhibitors, primary screen, cell-based, luminescence | Nuclear receptor coactivator 1 (Homo sapiens), Q15788 | HEK293 GAL4-SRC1 luciferase reporter | inhibition, % at 3.6 µM | hit rate 0.12% among 360,000;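 active means inhibition above the campaign mean plus 3 SD, with each screening campaign given its own cutoff, cut at about 60% in these data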;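 further: 0% = DMSO treated cells and 100% = gossypol at 36 µM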
NOD2 RIPK2 PPI: NOD2-RIPK2 binding disruptors in cells, primary screen, fluorescence, CHO cells, BLA complementation; inhibition, % at 4.98 µM; hit rate 0.38% among 360,000; Receptor-interacting serine/threonine-protein kinase 2 (Homo sapiens), O43353; AID 624267, 2012; CCF4 ratio; in the data active means inhibition above about 21%;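 further: 0% = vehicle only and 100% = reference blocker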
TROY NFkB inh: inhibitors of TROY-driven NF-kB signaling, primary screen, Q293 LMP1-TROYcd cells, NF-kB luciferase, uHTS. AID 1347056, 2019. Q293 LMP1-TROYcd NF-kB luciferase reporter, 4 h. inhibition, % at 10 µM. hit rate 0.98% among 360,000;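 active means compounds whose plate-normalised and pattern-corrected inhibition of the luciferase reporter signal at the single screening dose is 50% or more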
SRC2 inh: inhibition of GAL4-SRC2 driven luciferase reporter, primary screen, SRC2 inhibitor project, cell-based, luminescence; hit rate 0.17% among 370,000; HEK293 GAL4-SRC2 luciferase reporter; Nuclear receptor coactivator 2 (Homo sapiens), Q15596; inhibition, % at 9 µM;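 active means inhibition above the mean inhibition of all tested compounds plus 3 SD, set per campaign, cut at about 52% in these data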;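 further: 0% = DMSO treated cells and 100% = cells given Gossypol at 36 µM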
Target sequence (Q15596 whole entry, looked up, the tested form may be a part): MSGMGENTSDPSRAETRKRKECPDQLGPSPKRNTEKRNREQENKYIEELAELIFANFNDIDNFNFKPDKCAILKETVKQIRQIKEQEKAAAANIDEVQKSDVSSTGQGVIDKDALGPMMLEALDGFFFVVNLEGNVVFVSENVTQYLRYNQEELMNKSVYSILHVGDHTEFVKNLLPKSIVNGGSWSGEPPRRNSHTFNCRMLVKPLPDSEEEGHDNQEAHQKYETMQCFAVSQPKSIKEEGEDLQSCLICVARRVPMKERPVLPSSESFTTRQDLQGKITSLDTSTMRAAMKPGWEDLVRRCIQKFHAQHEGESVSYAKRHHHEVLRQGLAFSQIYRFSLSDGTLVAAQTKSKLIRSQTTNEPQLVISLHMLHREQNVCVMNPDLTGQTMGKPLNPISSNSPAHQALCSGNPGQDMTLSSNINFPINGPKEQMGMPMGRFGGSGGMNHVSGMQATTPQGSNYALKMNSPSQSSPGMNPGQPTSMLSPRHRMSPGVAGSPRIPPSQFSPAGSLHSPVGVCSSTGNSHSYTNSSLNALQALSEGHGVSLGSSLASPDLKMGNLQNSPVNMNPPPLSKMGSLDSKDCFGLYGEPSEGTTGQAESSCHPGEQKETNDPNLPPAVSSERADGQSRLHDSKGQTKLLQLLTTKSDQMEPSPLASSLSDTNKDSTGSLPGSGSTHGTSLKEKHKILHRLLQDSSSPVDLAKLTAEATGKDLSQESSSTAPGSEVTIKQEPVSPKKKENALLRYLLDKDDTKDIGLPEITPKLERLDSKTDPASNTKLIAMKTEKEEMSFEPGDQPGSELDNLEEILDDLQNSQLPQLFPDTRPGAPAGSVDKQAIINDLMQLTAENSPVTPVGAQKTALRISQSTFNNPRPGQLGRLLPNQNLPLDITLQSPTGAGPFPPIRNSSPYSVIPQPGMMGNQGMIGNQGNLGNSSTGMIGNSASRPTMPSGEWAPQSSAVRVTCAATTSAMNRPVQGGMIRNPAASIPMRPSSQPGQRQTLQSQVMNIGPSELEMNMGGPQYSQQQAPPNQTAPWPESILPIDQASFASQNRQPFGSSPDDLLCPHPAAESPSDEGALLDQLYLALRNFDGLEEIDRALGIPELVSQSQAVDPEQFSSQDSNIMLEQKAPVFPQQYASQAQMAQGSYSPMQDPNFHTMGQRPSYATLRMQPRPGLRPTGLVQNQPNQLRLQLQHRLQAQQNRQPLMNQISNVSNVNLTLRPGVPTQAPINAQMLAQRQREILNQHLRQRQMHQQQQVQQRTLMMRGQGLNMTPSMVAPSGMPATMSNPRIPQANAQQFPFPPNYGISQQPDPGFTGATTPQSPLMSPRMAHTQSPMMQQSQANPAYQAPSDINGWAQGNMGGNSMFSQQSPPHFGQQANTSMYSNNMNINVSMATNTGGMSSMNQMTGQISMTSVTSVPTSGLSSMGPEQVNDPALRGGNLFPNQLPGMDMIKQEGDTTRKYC
NCOA3 inh: SRC3 coactivator transcriptional activity inhibitors, primary screen, cell-based, luminescence | HEK293 GAL4-SRC3 luciferase reporter | inhibition, % at 3.6 µM | hit rate 0.17% among 360,000 | AID 588352, 2011;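 active means inhibition above a per-campaign cutoff, the mean of all compounds plus 3 SD, cut at about 60% in these data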;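 further: 0% = DMSO-treated cells and 100% = gossypol-treated cells at 36 µM; higher means less SRC3-driven luciferase light from the GAL4 reporter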
The depositor's hits bear a star; . = no result given.

| molecule | NCOA1 inh | SRC2 inh | COUP-TFII inh | TLR9-MyD88 inh | TROY NFkB inh | LMP1 NFkB inh | NOD2 RIPK2 PPI | LRH-1 inv ag | NCOA3 inh | C8 TRAIL sens | Vif imaging |
| --- | --- | --- | --- | --- | --- | --- | --- | --- | --- | --- | --- |
| Clc1ccc(Cn2nnc(-c3ccccc3)n2)cc1 | -28 | -19 | -3 | -3 | -32 | -26 | 1 | 6 | -22 | 5 | 3 |
| CN1C(=O)NC(NC(=O)C2CCCCC2)(C(F)(F)F)C1=O (stereo not drawn) | -17 | 1 | -3 | -2 | 9 | -12 | 7 | -4 | 9 | -13 | 5 |
| O=c1oc2cc(Oc3ccc(C(F)(F)F)cc3[N+](=O)[O-])ccc2c2c1CCCC2 | -1 | 29 | 11 | 6 | 15 | 1 | -7 | 11 | 15 | 0 | 27 |
| CC(=O)Nc1ccc(C(=O)Nc2nc(-c3ccccn3)cs2)cc1 | -7 | -2 | 13 | -2 | -10 | -2 | -2 | -11 | -20 | -4 | -1 |
| O=C1CN(CN2CCCCC2)C(=O)CN1CN1CCCCC1 | 6 | 2 | 2 | . | -6 | . | -5 | 1 | -13 | -13 | 3 |
| CCn1cc(/C=C(\NC(=O)c2ccccc2F)C(=O)NCCCN2CCOCC2)c2ccccc21 | -22 | -2 | 10 | -2 | -23 | 1 | -3 | 6 | 15 | -4 | -3 |
| COc1ccc(N2C(=O)C(CC(=O)Nc3ccc(F)cc3)N(CCc3cccs3)C2=O)cc1 (stereo not drawn) | 12 | 3 | 21 | -6 | 1 | 2 | 1 | 23 | 3 | 2 | -2 |
| COc1cc2c(C(=O)O)c(C)n(C)c2c2ccccc12 | 6 | -16 | -5 | -4 | 7 | -7 | -1 | -8 | -3 | 0 | -16 |
| CC(=O)Nc1ccc(-c2nnc(SCc3ccccc3C#N)n2C)cc1 | -17 | -35 | -4 | 1 | -13 | -1 | 0 | -10 | -5 | -32 | 1 |
| O=c1[nH]nc(-c2ccc(OCc3ccc(Cl)cc3Cl)cc2)o1 | 4 | -3 | -26 | -11 | -10 | -1 | -5 | -1 | -4 | 7 | -3 |
| COc1ccc(OC)c(CNC(=O)C2CCN(S(=O)(=O)N3CCC(C)CC3)CC2)c1 | 4 | -23 | 26 | -10 | -4 | -1 | -14 | -1 | 18 | 0 | -4 |
| O=C(NNS(=O)(=O)c1ccccc1)c1cccc(F)c1 | -16 | 7 | 9 | 0 | 15 | -6 | 6 | 14 | 1 | 2 | -1 |
| COC(=O)CNC(=O)C(Cc1c[nH]c2ccccc12)NC(=O)OC(C)(C)C (stereo not drawn) | 0 | -11 | 10 | -1 | 16 | 0 | -5 | 1 | 18 | 11 | -6 |
| Cn1cccc1/C=C1\SC(=Nc2cccc(O)c2)NC1=O | -66 | -29 | -54 | 4 | -21 | 1 | -9 | -81 | -63 | 14 | 5 |
| COC(=O)C1=C(C)NC(C)=C(C(=O)OC)C1C(=O)OCC(=O)Nc1ccc(C(C)=O)cc1 | 3 | -1 | 3 | 5 | -15 | 5 | 8 | -6 | 4 | -1 | 0 |
| Oc1cc(-c2ccccc2)c2ccccc2c1 | -15 | 14 | -8 | 3 | 2 | -2 | 2 | -9 | 12 | -4 | -16 |
| CCN1C(=O)[C@H]2[C@H]3CN=C(SCC4CC4)N3[C@@](CC)(C(=O)OC)[C@H]2C1=O | 6 | 0 | -8 | 0 | 2 | 3 | -25 | 4 | 3 | 13 | 0 |
| O=C(N/N=C1/CCS(=O)(=O)c2ccc(F)cc21)c1ccccn1 | -28 | -62 | -9 | -1 | -27 | -2 | -10 | -97 | -12 | 7 | 3 |
| O=C1CN(C(=O)COC(=O)Cc2ccccc2F)c2ccccc2N1 | 0 | 5 | -7 | -1 | -2 | -4 | -13 | 24 | 23 | -4 | 22 |
| CCn1c(=O)c(C(C)=O)nc2ccccc21 | 2 | -34 | -3 | -6 | 4 | -3 | 10 | 12 | 25 | 3 | 1 |
| O=C(CSc1nc2ccccc2o1)NC(=O)NCc1ccccc1 | 4 | -4 | -4 | -2 | . | -10 | -10 | 4 | 1 | -4 | -6 |
| COC(=O)c1ccc(OCC(O)CN2CCN(CC(O)COc3ccc(C(=O)OC)cc3)CC2)cc1 (stereo not drawn) | 8 | -18 | 13 | -10 | 21 | 3 | 3 | -5 | -13 | 3 | 6 |
| CS(=O)(=O)N(Cc1ccccc1)c1ccc(C(=O)NN=C2CCCCCC2)cc1 | 4 | -8 | -2 | 2 | 2 | -5 | -3 | -2 | 7 | 9 | 9 |
| COc1ccc(N=C2SCC(c3ccc([N+](=O)[O-])cc3)=NN2CCO)cc1 | 4 | -12 | -8 | -12 | 16 | -8 | -15 | 0 | 15 | -21 | 1 |
| S=c1[nH]nc2sc3ccccc3n12 | -1 | 6 | -9 | 5 | 19 | -9 | -8 | 14 | 5 | -11 | -3 |
| O=C(NC1CCCCCC1)c1ccc(Cl)c(S(=O)(=O)N2CCOCC2)c1 | -6 | -31 | -24 | -4 | -13 | 2 | 12 | -5 | -11 | 9 | 3 |
| CC1(C(=O)Nc2ccc3c(c2)OCCO3)CN(S(C)(=O)=O)CC(=O)N1CCc1ccc(O)cc1 (stereo not drawn) | . | -5 | -7 | . | . | . | -8 | 3 | . | 0 | . |
| COc1cc(NC(=O)C23CC4CC(C2)CC(n2nnc(C)n2)(C4)C3)c(OC)cc1Cl | -5 | -20 | 21 | -5 | -13 | -1 | -4 | 1 | 3 | 9 | 16 |
| O=C(CCCN1C(=O)c2ccccc2C1=O)Oc1ccc(F)cc1 | 4 | -2 | 4 | -4 | 11 | 10 | -1 | 6 | 11 | 0 | -2 |
| Cc1ccc(C(=O)Nc2nnc([C@H]3C[C@H](O)[C@@H](CO)O3)s2)cc1 | -13 | -38 | 6 | . | -20 | . | -2 | 2 | -20 | 17 | 12 |
| Nc1cc(S(=O)(=O)c2ccc(N3CCCCC3)c(N)c2)ccc1N1CCCCC1 | 0 | 1 | 43* | -5 | 20 | 8 | -12 | 1 | 2 | 10 | -24 |
| O=C(NCc1ccc2c(c1)OCO2)c1cccc(S(=O)(=O)N2CCCC2)c1 | 5 | -15 | -4 | -9 | -9 | -3 | 0 | 19 | 4 | -17 | 0 |
| COc1ccc(OC)c(NC(=O)C2CCC(CNc3c(N4CCOCC4)c(=O)c3=O)CC2)c1 (stereo not drawn) | 14 | 20 | -6 | 3 | 16 | -10 | 1 | 2 | -4 | 1 | 0 |
| COCC(=O)Nc1ccc2c(c1)[C@@H]1C[C@H](CC(=O)NCc3cccc(F)c3)O[C@@H](CO)[C@@H]1O2 | -2 | -2 | -4 | 13 | -1 | -5 | -5 | -2 | -14 | -7 | . |
| O=c1c2c3c(sc2n(CCN2CCCCC2)c(=O)n1Cc1ccco1)CCCCC3 | 5 | 19 | -4 | -4 | 6 | -6 | -1 | -4 | 12 | 8 | 8 |
| COc1cccc(-c2cnc3c(NC=O)cc(-c4ccncc4)cn23)c1 | -11 | 2 | 4 | . | 3 | . | 0 | 5 | -25 | 5 | . |
| C[C@@H]1CCCCO[C@@H](CN(C)C(=O)Cc2ccccc2)[C@@H](C)CN([C@H](C)CO)C(=O)c2cc(N(C)C)ccc2O1 | -4 | 2 | 14 | -6 | 5 | -3 | -10 | 4 | -16 | 0 | 0 |
| CCOC(=O)Cc1csc(NC(=O)CSc2ncnc3c2cnn3-c2ccc(OC)cc2)n1 | -17 | -15 | -5 | -7 | 33 | 10 | -6 | -20 | -17 | 11 | -7 |
| CN(CCC1CCOCC1)C(=O)CC1C(=O)NCCN1C/C=C/c1ccccc1 (stereo not drawn) | -1 | -15 | 14 | 3 | -22 | 3 | -1 | 5 | -2 | -2 | 7 |
| CCOc1ccc(S(=O)(=O)N2CC(=O)Nc3ccccc32)cc1 | 6 | -2 | -18 | 4 | 5 | 1 | -10 | 2 | 8 | 20 | -11 |
| CCn1c(O)c(C=NCc2cccs2)c(=O)n(CC)c1=S | -28 | 3 | 17 | -4 | 9 | -7 | -4 | -1 | 24 | 4 | 0 |
| Oc1ccc(-c2n[nH]c(C(F)(F)F)c2-c2ccccc2)c(O)c1 | 11 | 25 | 65* | . | 31 | 7 | -17 | 23 | 24 | 30 | -9 |
| O=C(Cc1c(F)cccc1Cl)NC1=NCCS1 | -7 | -1 | -18 | 0 | 4 | -11 | 3 | -6 | 5 | -1 | -5 |
| Cc1nn(C(=O)c2nn(C)cc2[N+](=O)[O-])c(C)c1Br | -4 | -20 | 0 | -4 | 6 | -5 | -7 | 3 | 15 | -1 | -2 |
| CCOC(=O)[C@H]1[C@H]2COc3ccc(Br)cc3[C@@H]2N2C(=O)CN(C)C(=O)[C@@]12C | -3 | 3 | 1 | 11 | -2 | -2 | -1 | -4 | 12 | 5 | 7 |
| CCOC(=O)C1CCN(C(=O)c2ccc3c(=O)n4nc(Nc5ccccc5CC)sc4nc3c2)CC1 | 9 | 21 | 16 | -6 | 41 | 1 | 0 | -13 | -2 | 14 | . |
| O=C(COC(=O)c1ccc(S(=O)(=O)N2CCCC2)cc1)NCc1ccc(F)cc1 | 2 | 1 | 4 | -3 | -10 | -4 | -4 | 6 | 3 | -16 | -2 |
| COc1ccc(/C=C(/NC(=O)c2ccc(Br)cc2)C(=O)Nc2cccc(C(=O)O)c2)cc1 | -5 | 5 | 4 | -6 | -18 | -10 | 0 | -11 | -12 | -1 | 9 |
| COc1ccccc1CN1CCNC(=O)C1CC(=O)NCCCN1CCCC1=O (stereo not drawn) | 13 | 22 | -20 | 2 | -5 | -1 | -5 | -15 | 10 | 0 | 2 |
| CC(C)NC(=O)Nc1ccc2c(c1)C(=O)N([C@@H](C)CO)C[C@@H](C)[C@@H](CN(C)S(=O)(=O)c1ccc(F)cc1)O2 | -8 | -9 | -3 | 7 | -9 | -6 | -6 | 1 | 21 | -4 | 9 |
| Cc1cc(NC(=O)CN2C(=O)NC3(CCCCC3)C2=O)no1 | 1 | -9 | 0 | -7 | -4 | 5 | -14 | -5 | 16 | -3 | 19 |
| CSc1ccc(/C=C/C(=O)OCC(=O)N2CCN(c3ccccc3)CC2)cc1 | -8 | -6 | -16 | 2 | 0 | 5 | -6 | 19 | 3 | -8 | -4 |
| OC[C@@H]1CN(Cc2ccc(F)cc2)C[C@H](n2cnc3c(NCc4ccncc4)ncnc32)O1 | 12 | -5 | 9 | . | -3 | . | -7 | -7 | 5 | 8 | 21 |

Source: PubChem

Some of the compounds tested; the hit share may differ from the screen's.
